# HTR5A ag = HTR5A agonism, opioid heterodimer counter-screen; P47898; HTR5A agonist assay, luminescence, cell-based; activation, % at 9.3 µM; 0.61% of 340,000 active; AID 504692; in the data active = activation mostly above about 9.5%, no sharp cut-off; inactive = mostly below about 7.6%;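 note: 0% = cells with vehicle only and 100% = reference agonist; strong numbers were not always called active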
# HTR5A inv ag = HTR5A inverse agonism, opioid heterodimer counter-screen | 0.083% of 340,000 active | inhibition, % at 9.3 µM | HTR5A cell line, luminescence; in the data active = inhibition mostly above about 23%, no sharp cut-off; inactive = mostly below about 18%;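 note: 0% = cells with DMSO and 100% = no-cell wells with DMSO; some compounds called inactive have numbers as strong as hits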
# Cardiac RTF inh = cardiac RTF calcium desensitization; IANBD-labeled cardiac RTF, Ca2+ fluorescence; inhibition, % at 7.15 µM; P19429+P45379; 0.12% of 340,000 active; AID 493244;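 active = inhibition above the mean inhibition of all tested compounds plus 3 SD, cut at about 17% in these data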;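 note: assay run at fixed EC70 calcium of 1.6 mM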
# MOR-DOR inv ag = mu-delta opioid heterodimer inverse agonism | cell-based MOR-DOR heterodimer luminescence | inhibition, % at 9.3 µM | 0.21% of 340,000 active | AID 504357; in the data active = inhibition above about 22%, passing the limit was not always enough;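 note: 0% = cells with DMSO and 100% = wells without cells with DMSO; values of inactives mirror those of a sister screen read the other way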
# Target sequence (P35372 whole entry, looked up): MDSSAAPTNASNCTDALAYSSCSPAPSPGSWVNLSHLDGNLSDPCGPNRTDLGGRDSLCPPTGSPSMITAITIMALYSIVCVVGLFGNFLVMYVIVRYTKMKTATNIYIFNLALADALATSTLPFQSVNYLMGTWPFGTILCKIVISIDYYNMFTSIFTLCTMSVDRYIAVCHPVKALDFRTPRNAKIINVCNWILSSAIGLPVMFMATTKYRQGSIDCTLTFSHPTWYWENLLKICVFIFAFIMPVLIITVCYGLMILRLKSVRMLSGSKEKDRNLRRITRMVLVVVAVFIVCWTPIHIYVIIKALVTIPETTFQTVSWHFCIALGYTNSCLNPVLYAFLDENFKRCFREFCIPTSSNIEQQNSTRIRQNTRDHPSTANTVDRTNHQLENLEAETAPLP
# Target sequence (P41143 whole entry, looked up): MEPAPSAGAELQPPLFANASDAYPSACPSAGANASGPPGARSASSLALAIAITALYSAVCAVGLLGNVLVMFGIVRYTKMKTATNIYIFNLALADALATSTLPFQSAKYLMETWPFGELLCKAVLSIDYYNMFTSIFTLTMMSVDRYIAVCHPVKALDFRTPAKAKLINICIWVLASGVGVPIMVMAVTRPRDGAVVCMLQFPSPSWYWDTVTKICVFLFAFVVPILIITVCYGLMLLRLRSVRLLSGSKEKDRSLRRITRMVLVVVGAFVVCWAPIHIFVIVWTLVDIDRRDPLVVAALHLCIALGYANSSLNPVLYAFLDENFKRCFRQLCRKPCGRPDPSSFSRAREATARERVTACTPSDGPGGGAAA
# CAL-PDZ inh HTS = inhibitors of human CAL PDZ peptide binding. AID 602252. inhibition, % at 24.9 µM. purified CAL PDZ, TMR-peptide fluorescence polarization, 1 h. 0.92% of 300,000 active. Q9HD26;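 active = mean inhibition of at least 30% with at least half of replicates also reaching 30%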;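 note: 0% = DMSO neutral control and 100% = excess unlabeled competitor peptide PRC23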
# Keap1 Nrf2 FP = inhibitors of human Keap1-Nrf2 protein-protein interaction. 0.15% of 340,000 active. Keap1 Kelch-Nrf2 peptide fluorescence polarization, 1536-well. inhibition, % at 9.4 µM; in the data active = inhibition above about 12%;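 note: human Keap1 Kelch domain with fluorescein labeled Nrf2 9mer peptide probe; 0% = neutral control wells and 100% = peptide positive control; higher means more block of Keap1 binding to Nrf2 peptide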
# V-ATPase pHluor = regulators of yeast V-ATPase proton transport | 0.37% of 350,000 active | response, % at 10 µM | S. cerevisiae, pHLuorin cytosolic pH fluorescence; in the data active = response mostly above about 7.3%, no sharp cut-off; inactive = mostly below about 5.4%; note: actives read high; inactives centre near 0; some compounds called inactive have numbers as strong as hits; reference of the scale not given here
# RTF Ca sens act = cardiac RTF calcium sensitization | P19429+P45379 | IANBD-labeled TnC RTF fluorescence at EC20 calcium; 0% EC20 calcium, 100% full calcium | activation, % at 7.2 µM | 0.24% of 340,000 active | AID 493008;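 active = activation above the mean over all tested compounds plus 3 SD, cut at about 30% in these data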;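 note: rise in fluorescence read as greater calcium sensitivity of cardiac thin filaments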
# OPRM1-OPRD1 ag = OPRM1-OPRD1 heterodimerization agonism. P35372+P41143. cells, luminescence. activation, % at 9.3 µM. 0.3% of 340,000 active; in the data active = activation above about 18%;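 note: 0% = vehicle-treated cells and 100% = reference agonist; values of inactives mirror those of a sister screen read the other way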
# LANA DNA inh = blocks KSHV LANA C-terminal domain binding to DNA; MBP-C-LANA/FAM-LBS DNA binding, fluorescence polarization; AID 504423; inhibition, % at 9 µM; 0.078% of 340,000 active;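 active = highest replicate inhibition at or above 60% at 9 µM, even if other replicates fall short; inactive = all replicates below 60% inhibition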;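 note: 0% = neutral control wells and 100% = 4 µM acridine orange control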
# The depositor's hits bear a star; / = no result given.
SMILES,HTR5A ag,HTR5A inv ag,Cardiac RTF inh,MOR-DOR inv ag,CAL-PDZ inh HTS,Keap1 Nrf2 FP,V-ATPase pHluor,RTF Ca sens act,OPRM1-OPRD1 ag,LANA DNA inh
Cc1cc(C(=O)CSc2nc3ccccc3o2)c(C)n1C1CC1,9,-7,-2,-5,-2,-1,2,13,0.8,0.8
O=C(Cn1cnc2c(NCc3ccccc3)ncnc21)NCc1ccc2[nH]ccc2c1,/,/,-6,/,-3,-2,0,-2,/,2.4
O=C(O)CC1NCCc2ccccc21 (stereo not drawn),3,4,-20,0,-7,1,-1,-5,0.0,-1.1
Cc1cc(C)nc(SCc2nnc(SCC(=O)Nc3ccc(Cl)c(C(F)(F)F)c3)o2)n1,5,-3,1,-52,2,4,5,-1,9.0,1.0
CC(C)(C)NC(=S)NCc1cccnc1,-1,-15,-5,-12,/,-5,4,0,2.0,0.7
Cn1c(C(=O)NCCN2CCN(Cc3ccccc3)CC2)cc2c(=O)n(C)c3ccccc3c21,-4,10,-2,9,-2,-3,1,1,-1.7,-1.8
O=C(NCc1ccco1)C1CCN(S(=O)(=O)c2ccc(-n3cnnn3)cc2)CC1,2,-7,0,-15,-9,-2,-3,-12,2.8,-0.9
FC(F)(F)c1nc2nncn2c2c1CCCCC2,-1,5,-6,9,/,-3,-3,1,-1.6,0.4
N#CC1(Nc2ccc3ccccc3c2)CCCC1,-4,17,5,7,7,1,0,0,-1.5,-0.6
Cc1ccc2ccccc2c1COC(=O)c1nonc1N,1,-35,-7,6,/,1,3,3,-1.1,0.3
CCc1ccc(C(=O)NC(CCSC)C(=O)O)cc1 (stereo not drawn),0,-1,4,3,-6,2,4,-4,-0.5,0.5
CC(C)CCn1c(Sc2nc3ccccc3s2)nc2c1c(=O)[nH]c(=O)n2C,0,1,-13,-19,-4,-3,-2,-1,3.2,-1.3
COc1cc2c(cc1OC)CN(Cc1cc(OC)c(O)c(OC)c1)CC2,-2,20,1,11,3,-3,1,-3,-2.2,0.1
CCN(CC(=O)Nc1cc(Cl)ccc1Cl)C(=O)c1ccc(-n2cccn2)cc1,-1,2,-5,-9,-3,-7,0,-1,2.2,0.4
CCOC(=O)C1CCN(C(=O)COc2ccc(N(C)S(=O)(=O)c3cccs3)cc2)CC1,-1,2,6,5,-4,-1,-3,1,-0.8,1.4
Cc1ccccc1N(CC(=O)NCCSc1ccccn1)S(=O)(=O)c1ccccc1,2,-5,0,18,-6,-4,5,0,-3.6,0.7
CCCCNC(=O)CSc1nc2c(sc(=S)n2-c2cc(Cl)ccc2OC)c(=O)[nH]1,0,-2,-3,14,-3,-2,-3,-2,-2.4,3.3
COc1cc(Cl)c(C)cc1NCC(=O)Nc1cccc(S(=O)(=O)N2CCCC2)c1,2,-6,-4,-10,/,28*,5,12,2.0,15
O=C(c1cc([N+](=O)[O-])ccc1N1CCCC1)N1CCCCC1,-1,27,-17,1,1,-5,-1,5,-0.1,-1.0
O=C(COC(=O)C1(c2ccc(F)cc2)CCCC1)N1CCN(C(=O)c2ccco2)CC1,1,-13,2,13,-3,-6,-24,17,-2.2,0.5
Cc1cccc(N2CN(Cc3cccnc3)CNC2=S)c1C,-2,-12,-6,15,-5,-1,2,-3,-2.8,0.7
C/C(=N\NC(=O)CNC(=O)c1ccc2c(c1)OCCO2)c1ccco1,2,6,-5,14,7,-1,-1,-4,-2.7,-0.5
CC1=NN(C(=O)c2ccncc2)C(=O)C1N=Nc1ccc2ccccc2c1 (stereo not drawn),-2,8,-7,5,-3,-5,2,1,-1.0,-0.5
CCOc1ccc(NC(=O)c2c(N)n(C)c(=O)[nH]c2=O)cc1,3,11,5,14,6,-7,-2,-7,-2.5,-2.6
Cc1cc(F)ccc1S(=O)(=O)N1CCCOC1CNC(=O)C(=O)NC1CC1 (stereo not drawn),4,-10,-11,1,-2,2,-3,7,-0.2,2.6

# More compounds.
SMILES,HTR5A ag,HTR5A inv ag,Cardiac RTF inh,MOR-DOR inv ag,CAL-PDZ inh HTS,Keap1 Nrf2 FP,V-ATPase pHluor,RTF Ca sens act,OPRM1-OPRD1 ag,LANA DNA inh
c1ccc(C(c2ccccc2)N2CCN(C(c3ccccn3)c3nnnn3C3CCCC3)CC2)cc1 (stereo not drawn),3,-7,4,9,2,-1,0,-5,-1.9,1.6
Cc1csc(Nc2ccccc2C(F)(F)F)n1,-2,5,2,-26,0,2,0,-5,5.2,6.6
N#Cc1ccc(OCC(=O)NC2=NCCS2)cc1,2,-5,0,4,-7,-4,-2,2,-0.7,-2.2
Cc1ccc(C)n1CCN1CCN(CC(=O)Nc2ccc(S(N)(=O)=O)cc2)CC1,-2,-40,1,17,-4,1,-2,-6,-2.9,-0.4
Cc1ccccc1NC(=O)NCC1CCN(c2ccc(S(=O)(=O)N3CCOCC3)cc2)CC1,1,1,-3,2,/,-1,-3,0,-0.4,0.7
O=C(CNC(=O)c1ccccc1Cl)Nc1ccc(F)cc1,-1,3,-2,10,-4,0,-3,-3,-1.6,-0.6
CN(CC(=O)Nc1ccccc1Cl)C1CCS(=O)(=O)C1 (stereo not drawn),7,-18,3,10,/,-5,1,3,-2.4,0.1
O=C(Nc1cc(S(=O)(=O)N2CCOCC2)ccc1N1CCCC1)c1cccnc1Cl,8,-21,2,0,-3,6,-1,5,0.0,-1.5
O=C(NC(=S)NNC(=O)[C@H]1C[C@@H]1c1ccccc1)c1ccc(F)cc1,3,-3,-2,9,-4,2,1,-1,-1.7,-0.4
COc1cc2ccccc2cc1C(=O)Nc1sc2c(c1C(N)=O)CCN(C(C)C)C2,0,1,-8,-8,-6,-3,3,-7,1.5,-2.9
N=c1ccn2c(n1)O[C@H]1[C@@H](CO)[C@H](O)O[C@H]12,-1,2,-6,7,-3,1,-5,0,-1.3,1.4
Fc1ccc(CSc2ncnc3ccccc23)cc1,0,0,2,-40,-1,-2,3,7,8.7,1.5
C=CCOc1ccc(Br)cc1/C=C1\NC(=S)N(C(C)=O)C1=O,4,-14,2,17,0,-1,-5,-6,-3.6,22
O=C(Cc1ccc([N+](=O)[O-])cc1)N/N=C/c1ccc([N+](=O)[O-])o1,-1,1,-4,-26,/,0,-1,-1,5.2,0.2
CC(C)[C@H](NC(=O)c1ccccc1)C(=O)N1CCc2ccccc21,3,-9,-4,-6,-2,1,-2,-3,0.8,0.6
CC(=O)Nc1ccc(S(=O)(=O)Nc2nc3ccccc3nc2-n2ccc(=NC(=O)c3ccc(F)cc3)cc2)cc1,3,-8,1,5,2,-21,-4,5,-1.1,1.1
COc1ccc(NC(=O)COC(=O)c2ccc(OC)c(S(=O)(=O)N3CCCC3)c2)cc1OC,-3,0,-11,2,-3,0,3,2,-0.5,1.6
CCN(CC)S(=O)(=O)c1cc(F)ccc1OC,0,3,1,8,-7,0,2,-1,-1.4,-1.3
Cc1cc2nc(C3CCN(C(=S)NCCCOC(C)C)CC3)[nH]c2cc1C,-1,1,-3,18,-3,-3,0,1,-3.8,1.1
COc1ccc(C2CC(c3ccccc3)=NN2c2ccc(C(N)=O)cc2)cc1 (stereo not drawn),1,-4,-1,-1,-5,-1,-3,-8,0.2,0.2
Cn1cc(Cl)c(/C=C(\C#N)S(=O)(=O)c2ccccc2)n1,-3,4,1,11,/,-2,2,0,-2.1,1.1
O=C(O)/C(=C\c1ccc(-c2ccc(F)cc2)o1)c1ccccc1,4,30,-5,-9,1,-2,2,0,1.9,-0.8
CCOC(=O)c1ccc(NS(=O)(=O)c2cnc[nH]2)cc1,1,-7,-3,1,-1,0,-3,-2,-0.2,-0.7
Cc1cccc(NC(=O)CNC(=O)CSc2ncccn2)c1C,-2,9,-10,10,-9,3,-3,-4,-1.9,1.8
CNc1nc(C)c(C(=O)c2ccc(Cl)cc2)s1,1,11,-26,-18,0,-5,6,2,3.1,0.8

# Other entries.
SMILES,HTR5A ag,HTR5A inv ag,Cardiac RTF inh,MOR-DOR inv ag,CAL-PDZ inh HTS,Keap1 Nrf2 FP,V-ATPase pHluor,RTF Ca sens act,OPRM1-OPRD1 ag,LANA DNA inh
Cc1cccc(C=Nc2ccc3c4c(cccc24)CC3)c1O,-1,0,2,6,-3,-10,-3,-3,-1.2,-2.1
CS(=O)(=O)c1ccc(C(=O)NC2CCCc3ccccc32)cc1 (stereo not drawn),-2,14,3,20,58*,0,2,2,-3.8,-0.5
COC(=O)c1ccccc1NCC(=O)c1ccc(OC)cc1,4,-9,-6,16,-4,-2,2,-5,-3.0,-0.8
Cc1ccc(CCNC(=O)CCS(=O)(=O)Cc2ccc(C)cc2)cc1,-1,3,-7,0,-15,0,3,-4,0.0,0.5
CCOCCCn1cnc2c3cc(F)ccc3n(C)c2c1=O,1,-18,0,14,-7,0,-1,-6,-2.9,-0.5
CCOC(=O)C1CCCN(C(=O)CN2C(=O)/C(=C/c3ccc(OC)cc3)Oc3ccccc32)C1 (stereo not drawn),-2,4,-8,3,-5,-1,3,-1,-0.6,0.0
COc1ccc(C2Nc3ccccc3C(=O)N2Cc2ccccc2)cc1CN1CCOCC1 (stereo not drawn),1,-37,-4,-18,-1,-8,-2,-3,3.5,-0.1
COC(=O)c1c(Oc2nc(OC)cc(OC)n2)cccc1Oc1nc(OC)cc(OC)n1,1,13,-7,19,-5,5,4,9,-3.7,0.3
COc1cc(OC)cc(C(=O)OCC(=O)Nc2cccc(S(=O)(=O)NC3=NCCCCC3)c2)c1,3,-11,-2,-9,-1,-10,-3,1,1.8,-1.0
CCn1nc(C)c(CN2CCCC(CNS(=O)(=O)c3ccc(OC)cc3)C2)c1C (stereo not drawn),3,-8,-1,-6,0,-4,3,6,1.1,3.3
COc1ccccc1OCCNC(=O)CSC(=S)N1CCCC1,-2,1,-1,6,-2,2,0,7,-1.1,-0.3
O=C(CNC(=O)c1ccco1)Nc1ccc(F)cc1,4,-11,-5,4,0,-4,-1,6,-0.8,-0.1
CCOC(=O)c1c(C)[nH]c(C)c1C(=O)COC(=O)CCc1ccccc1,13*,-5,4,5,-4,1,-1,1,-1.2,-1.5
CC(=O)C1=C(C)NC(SCC(=O)c2ccccc2)=C(C#N)C1CC(C)C (stereo not drawn),1,-4,-3,1,0,-2,1,4,-0.2,-0.1
COc1ccc(NC2CCCN(C(=O)c3ccc(C(C)=O)s3)C2)cc1 (stereo not drawn),2,-4,0,12,-5,4,-2,-3,-2.3,4.7
CSc1ncccc1C(=O)Nc1cccc(S(=O)(=O)N2CCCC2)c1,3,-4,-6,9,/,-1,0,-2,-2.4,-1.0
O=C(CN(Cc1ccc(F)cc1)C(=O)CNS(=O)(=O)c1ccc(F)cc1)NCc1ccco1,2,-6,0,12,1,0,3,-5,-2.2,0.0
CSCC(=O)N1CCCC(CO)(CCCc2ccccc2)C1 (stereo not drawn),-3,12,3,16,-6,1,1,-4,-3.2,0.2
Cc1ccc(S(=O)(=O)Cn2nnnc2C(c2ccccc2)N2CCN(c3ncccn3)CC2)cc1 (stereo not drawn),0,9,4,16,-1,-2,0,-7,-2.6,-4.3
Cn1cnnc1SC(C(=O)Nc1cc(Cl)cc(Cl)c1)c1ccccc1 (stereo not drawn),0,4,-5,8,-2,-5,-1,5,-1.4,-0.4

# Source: PubChem (several laboratories)
